Screening data from PubChem.
ABHD5 PLIN5 PPI: blocks binding of human ABHD5 to perilipin-5; Q00G26+Q8WTS1; Split G. princeps luciferase complementation, luminescence, 4 h; inhibition, % at 4 µM; 360,000 tested, 0.78% active; AID 602281;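 active = inhibition above the mean inhibition across every tested compound plus 3 SD, cut at about 22% in these data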;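 note: 0% = DMSO only wells and the 100% control is not disclosed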
Target sequence (Q00G26 whole entry, looked up): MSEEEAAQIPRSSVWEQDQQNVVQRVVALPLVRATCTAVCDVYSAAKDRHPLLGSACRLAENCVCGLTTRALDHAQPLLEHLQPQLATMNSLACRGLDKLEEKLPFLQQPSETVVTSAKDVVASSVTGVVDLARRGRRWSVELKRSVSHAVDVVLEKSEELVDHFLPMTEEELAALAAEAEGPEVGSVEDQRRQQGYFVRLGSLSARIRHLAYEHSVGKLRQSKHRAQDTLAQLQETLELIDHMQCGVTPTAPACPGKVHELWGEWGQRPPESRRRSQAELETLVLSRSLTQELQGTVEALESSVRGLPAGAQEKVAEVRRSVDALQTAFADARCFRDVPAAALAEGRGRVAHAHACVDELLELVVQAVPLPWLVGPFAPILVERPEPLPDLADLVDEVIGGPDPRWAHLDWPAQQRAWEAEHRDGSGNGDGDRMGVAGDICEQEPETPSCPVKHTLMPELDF
Target sequence (Q8WTS1 whole entry, looked up): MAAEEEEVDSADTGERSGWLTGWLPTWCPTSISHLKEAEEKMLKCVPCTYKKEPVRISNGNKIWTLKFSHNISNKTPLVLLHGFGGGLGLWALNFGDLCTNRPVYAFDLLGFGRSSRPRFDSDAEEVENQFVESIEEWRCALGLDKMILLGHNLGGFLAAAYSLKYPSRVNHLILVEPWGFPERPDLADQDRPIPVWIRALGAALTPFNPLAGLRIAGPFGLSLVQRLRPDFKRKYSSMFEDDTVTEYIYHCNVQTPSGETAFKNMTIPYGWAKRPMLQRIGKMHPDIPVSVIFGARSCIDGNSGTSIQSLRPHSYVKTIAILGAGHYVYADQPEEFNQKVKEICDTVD
NCOA1 inh: inhibits human SRC1 coactivator; HEK293 GAL4-SRC1 luciferase reporter, luminescence; inhibition, % at 3.6 µM; 360,000 tested, 0.12% active; AID 588354;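 active = inhibition above the campaign mean plus 3 SD, with each screening campaign given its own cutoff, cut at about 60% in these data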;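 note: 0% = DMSO treated cells and 100% = gossypol at 36 µM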
TWEAK Fn14 block: inhibitors of TWEAK-Fn14 interaction signaling | TWEAK-stimulated Fn14 reporter cells, luciferase luminescence, 8 h | inhibition, % at 10 µM | 360,000 tested, 2% active | AID 1159606; in the data active = inhibition above about 50%
NCOA2 inhibitor: inhibits human steroid receptor coactivator 2. Q15596. HEK293 GAL4-SRC2 luciferase reporter, luminescence. inhibition, % at 9 µM. 370,000 tested, 0.17% active. AID 651957;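 active = inhibition above the mean inhibition of all tested compounds plus 3 SD, set per campaign, cut at about 52% in these data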;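 note: 0% = DMSO treated cells and 100% = cells given Gossypol at 36 µM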
NCOA3 inh: inhibitors of human steroid receptor coactivator 3 (SRC3). HEK293 GAL4-SRC3 luciferase reporter, luminescence. Q9Y6Q9. 360,000 tested, 0.17% active. inhibition, % at 3.6 µM;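 active = inhibition above a per-campaign cutoff, the mean of all compounds plus 3 SD, cut at about 60% in these data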;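 note: 0% = DMSO-treated cells and 100% = gossypol-treated cells at 36 µM; higher means less SRC3-driven luciferase light from the GAL4 reporter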
Exocytosis inh: blocks lytic granule exocytosis; AID 651702; TALL-104 LAMP-1 surface exposure, flow cytometry; cells stimulated with thapsigargin and PMA; 360,000 tested, 0.66% active; inhibition, % at 10 µM;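 active = inhibition above about 55%, limit read from the data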
NR2F2 inh: inhibitors of human COUP-TFII (NR2F2); P24468; HEK293T NGFI-A luciferase reporter, luminescence; inhibition, % at 8.6 µM; 370,000 tested, 0.7% active;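 active = inhibition above a per-plate cutoff, mean inhibition of test wells between control levels plus 3 SD, cut at about 38% in these data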;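 note: cells cotransfected with COUP-TFII expression vector driving the NGFI-A reporter; 0% = median of COUP-TF2 test wells and 100% = reporter-only cells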
TROY signal inh: TROY signaling inhibition; Q293 LMP1-TROYcd NF-kB luciferase reporter, 4 h; inhibition, % at 10 µM; 360,000 tested, 0.98% active;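 active = compounds whose plate-normalised and pattern-corrected inhibition of the luciferase reporter signal at the single screening dose is 50% or more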
TLR9-MyD88 inh: inhibitors of human TLR9-MyD88 binding; Q9NR96+Q99836; CHO BLA complementation TLR9-MyD88, CCF4 FRET ratio; inhibition, % at 4.98 µM; 340,000 tested, 0.21% active;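 active = inhibition above the mean over all tested compounds plus 3 SD, cut at about 21% in these data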;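 note: 0% = DMSO only wells and 100% = clavulanate BLA inhibitor control wells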
NOD2-RIPK2 inh: NOD2-RIPK2 protein interaction inhibition | 360,000 tested, 0.38% active | CHO BLA complementation NOD2-RIPK2, CCF4 ratio | inhibition, % at 4.98 µM | O43353; in the data active = inhibition above about 21%;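 note: 0% = vehicle only and 100% = reference blocker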
NR5A2 inv ag: suppresses constitutive activity of human LRH-1. O00482. HEK293T StAR-luciferase reporter, LRH-1 transfected, 24 h. inhibition, % at 3.6 µM. 360,000 tested, 0.13% active;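 active = inhibition above the mean inhibition of all tested compounds plus 3 SD, cut at about 73% in these data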;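 note: 0% = DMSO wells and 100% = reporter-only cells lacking LRH-1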
* marks the source's active call; other numbers are inactive results; · = not tested or not shown. These rows are one share of the data; rates above refer to the full screens.

SMILES	ABHD5 PLIN5 PPI	NCOA1 inh	TWEAK Fn14 block	NCOA2 inhibitor	NCOA3 inh	Exocytosis inh	NR2F2 inh	TROY signal inh	TLR9-MyD88 inh	NOD2-RIPK2 inh	NR5A2 inv ag
C#CCN(C[C@@H]1[C@@H](OC(=O)Nc2cccs2)[C@@H](OC(=O)Nc2cccs2)Cn2c(=O)ccc(=O)n21)S(=O)(=O)c1ccc(C)cc1	61*	14	108*	52	25	3	76*	73*	-13	-9	53
Brc1ccc(-c2nnc(-c3ccco3)o2)cc1	0	-89	43	-30	-73	-6	-20	-74	7	6	-135
CSc1ccc(C2Nc3cccc4cccc(c34)N2)cc1	-6	-24	-5	5	-18	8	-19	-11	-14	3	-6
Cc1ccc2ccc(C(Nc3ccccc3)c3ccc(C(C)C)cc3)c(O)c2n1 (stereo not given)	-16	·	·	7	·	-10	16	·	·	0	24
CCc1c(C)sc(NC(=O)c2cc(CC(C)C)on2)c1C#N	-8	-3	-13	1	13	-4	5	-1	5	4	-30
CCCCCc1ccc(-c2cn(Cc3cccc(OC)c3)nn2)cc1	8	-11	-8	-5	-10	8	-9	-17	-7	-5	-13
Cn1c(=O)c2c(nc(NNC(=O)C(F)(F)F)n2C)n(C)c1=O	-6	9	-2	-26	-1	-1	4	3	-5	-6	8
CCOC(=O)c1[nH]c(C)c(C(=O)Nc2cccc(Cl)c2C)c1C	-3	-14	15	-55	-2	-2	-5	-24	-4	0	-14
O=P(O)(CCc1ccccn1)CN1CCCCC1	3	-2	7	-1	2	-4	-20	-6	6	-1	6
COc1ccc(CCNc2ccc(C(CC(N)=O)NC(=O)c3cc(C)cc(C)c3)cc2[N+](=O)[O-])cc1 (stereo not given)	8	-35	1	-16	-2	-2	-15	-5	-7	-5	-3
O=C1COC(c2ccccc2)C2CCCCN12 (stereo not given)	-4	-1	2	12	5	1	20	4	-1	-10	-26
COc1ccc(CNC(=O)CCc2c(C)nc3ncnn3c2C)cc1	2	-1	9	-16	0	2	-2	-29	6	5	-1
CCC(=O)N/C(=N/c1nc(C)cc(C)n1)Nc1ccc(C)cc1	2	-35	-41	2	13	-5	-44	-18	3	-7	8
O=C(COc1ccc(Br)cc1CNCCc1ccccc1)NCc1ccccc1	14	-5	-22	-4	-10	67*	-18	-25	3	-3	-1
COc1ccc(NC(=S)NC(=O)Cc2ccccc2)cc1	4	-14	-5	-38	-45	2	-18	-67	-7	3	-17
COc1cccc(N2CC(C(=O)Nc3c(C(N)=O)oc4ccccc34)CC2=O)c1 (stereo not given)	-5	-8	22	-2	1	-2	-25	15	-5	-6	12
O=C(OCC(=O)N1CCOCC1)c1cccc(F)c1	9	-21	36	-35	-40	-7	-11	-32	-1	-8	-50
COc1cc(/C=N/NC(=S)NC2CC3CCC2C3)ccc1O (stereo not given)	-2	-45	1	-41	-29	1	-32	-39	0	-5	-76
Nc1nnc(CC(=O)Nc2ccccc2)s1	10	-10	-12	1	3	5	11	-30	·	-5	-7
CCc1cc2c(CN(C)Cc3ccccc3F)cc(=O)oc2cc1O	-5	0	45	17	6	59*	5	24	5	2	9
CC1=CCC2C(=O)N(c3ccc(C)cc3)C(=O)C2C1 (stereo not given)	-1	16	40	-15	20	-2	20	-18	-8	-7	9
CCOC(=O)c1c(NC(=O)CN2C(=O)NC3(CCC(C)CC3)C2=O)sc(C)c1-c1ccc(C)cc1 (stereo not given)	0	7	-82	-2	-4	0	0	2	1	0	14
CCCCN(C(=O)c1cc(CC)c(C)s1)c1c(N)n(CC(C)C)c(=O)[nH]c1=O	13	1	0	6	-2	-3	-20	-28	-17	3	5
CCN(CC)c1ccc(NC(=O)c2cnn(CC)c2)cc1	0	-40	-2	-32	-26	-3	-17	-33	4	-3	-41
COc1ccc(C(=O)On2c(-c3ccc(Br)cc3)nc3ccccc3c2=O)cc1	-2	-29	29	-4	-2	12	2	-14	-2	-13	-11
O=C(CN1C(=O)NC2(CCCCCC2)C1=O)Nc1ccc(Cl)c([N+](=O)[O-])c1	-5	-3	-28	31	7	21	1	-3	-4	-4	-7
O=C(NNC(=O)C1COc2ccccc2O1)c1ccccc1O (stereo not given)	-3	-18	-6	1	6	-5	-5	-23	-4	-3	-21
CCCn1nnnc1NCc1ccccc1OCc1cccs1	-1	0	-10	5	13	0	5	-5	-4	6	13
O=C(NCCOc1ccccc1)C1Nc2ccc(OC(F)(F)F)cc2C2C=CCC12 (stereo not given)	-3	-6	-8	-3	8	15	0	12	-6	-5	-1
Cc1cc(C)c2nc(N3C(=O)C(O)=C(C(=O)c4ccco4)C3c3ccc(O)cc3)sc2c1 (stereo not given)	-18	-13	-24	-5	11	-13	-10	5	-5	2	-13
Cc1ccc(N=C2NC(=O)/C(=C/c3cn(C)c4ccccc34)S2)cc1C	-8	3	34	6	-8	4	-6	-4	-10	-9	30
O=C1/C(=C\c2ccc(O)cc2)SC(=S)N1/N=C/c1ccc(O)cc1	0	-31	-29	-6	-1	4	21	4	7	2	12
COCc1cc(C)nc(N2CCOCC2)c1C#N	2	17	7	-31	0	1	0	-5	12	-3	-10
Cc1cc(C(=O)N/N=C/c2cccc([N+](=O)[O-])c2)c(C)o1	1	-5	-38	-12	-4	-1	-9	-38	8	-6	4
COc1cccc(CC(=O)Nc2ccc(N3CCOCC3)c(S(=O)(=O)Nc3ccccc3OC)c2)c1	7	7	-1	3	3	0	-6	1	2	8	-12
CCc1ccc(CNc2ccc(O)cc2)cc1	-17	-29	-10	·	4	-1	·	-39	-5	2	0
Cc1nn(C)c(C)c1CN(C)C(=O)C1CCC(=O)N(C2CCCCCC2)C1 (stereo not given)	9	-5	9	10	-40	1	-1	-7	-2	3	-12
CCCCn1c(N)c(N(CC(C)C)C(=O)COC(=O)c2ccccc2NCCO)c(=O)[nH]c1=O	5	0	-7	-3	19	-1	0	15	-9	-6	9
O=C(O)/C(=C\c1cccc(O)c1)c1ccc(S(=O)(=O)N2CCCC2)s1	-4	-2	-1	-3	8	-1	-6	16	-3	-3	3
Oc1[nH]c2ccccc2c1N=Nc1ccccc1Cl	-8	-42	-19	-22	-70	6	-16	-26	7	8	1
Cc1nc(Cl)c2c(n1)N(CC(N)=O)C(=O)CO2	-1	-25	-6	-1	-9	-1	-10	1	-7	-2	0
CCOC(=O)C(C)(C)N(Cc1ccccc1C)S(=O)(=O)c1ccc(Cl)c([N+](=O)[O-])c1	-8	-50	26	6	-24	0	12	-5	9	0	7
CNC[C@@H](CC1CCCCC1)NC[C@H](CC(C)C)NCCc1cccc(C(F)(F)F)c1	17	3	-101	-5	-5	0	-1	12	-5	21*	-12
Cc1cc(C)c(S(=O)(=O)N/N=C/c2ccc([N+](=O)[O-])o2)c(C)c1	3	-1	-1	4	-4	21	5	-17	-15	-4	15
Cn1c(SCc2nc3ccccc3s2)nnc1-c1ccc2c(c1)OCO2	-5	-33	9	-39	-17	-6	-11	-8	-4	-2	-58
O=C(CSc1ncnc2scc(-c3ccccc3)c12)N1CCN(Cc2ccc3c(c2)OCO3)CC1	-2	13	9	21	8	-3	12	33	-10	1	4
Cn1c(CCNC(=O)c2ccco2)nc2cc(NS(=O)(=O)c3ccc(Cl)cc3)ccc21	8	-13	17	-24	2	-1	10	-17	2	1	-15
O=C(COC(=O)c1c(Cl)cccc1Cl)NC1CCCCC1	-4	-4	4	-79	12	-1	10	-20	13	6	-3
Cc1ccc(NC(=O)CC2OC(=O)c3ccccc32)cc1S(=O)(=O)N1CCOCC1 (stereo not given)	-3	-45	2	-4	9	2	-7	15	-10	-4	6
CCCCc1ccc(N2C(=NC(=O)C3CCCO3)SC3CS(=O)(=O)CC32)cc1 (stereo not given)	-3	12	-10	3	13	-24	-13	-6	-10	2	-16
Going on with the list.
SMILES	ABHD5 PLIN5 PPI	NCOA1 inh	TWEAK Fn14 block	NCOA2 inhibitor	NCOA3 inh	Exocytosis inh	NR2F2 inh	TROY signal inh	TLR9-MyD88 inh	NOD2-RIPK2 inh	NR5A2 inv ag
Cc1ccc(/C(N)=N/OC(=O)/C=C/c2ccccc2)cc1	-5	-46	-22	-59	-25	-2	-1	-31	0	-11	-15
Cc1[nH]c(=O)[nH]c(=O)c1/C=N/NC(=O)CCCCCNC(=O)OC(C)(C)C	-4	-14	0	3	14	-2	-15	16	-4	4	2
COc1cccc2c1[C@@H]1CN(CCCCn3c(=O)[nH]c4c(sc5ncc(-c6ccccc6)nc54)c3=O)C[C@@H]1CO2	13	7	-17	-2	-4	21	3	9	2	2	2
O=C(O)c1ccccc1N=Nc1ccc(O)cc1	0	4	1	14	11	-3	10	11	-6	-3	13
CCOC(=O)[C@H]1[C@H]2COc3ccc(OC)cc3[C@@H]2N2C(=O)[C@H](C)NC(=O)[C@@]12C	-1	2	-2	-9	13	19	3	-20	2	1	14
O=C(C1=C[C@@H]2[C@H]3C(=O)N(c4ccc(Cl)cc4)C(=O)[C@H]3[C@@H](C(=O)c3ccc(Cl)cc3)N2C=C1)c1ccccc1	1	-15	18	-3	10	0	3	4	16	-2	6
COc1ccc(-c2noc(-c3ccoc3C)n2)cc1OC	1	-81	-42	-36	-54	2	-30	-18	-13	-2	-104
COc1cc(C(=O)NCCC(C)C)ccc1OCc1ccc(Cl)cc1Cl	-4	18	14	3	4	0	-29	-6	-1	-4	2
CS(=O)(=O)N(Cc1ccccc1)c1ccc(C(=O)NCCSc2ccccn2)cc1	3	3	20	18	5	9	12	-2	0	1	11
COc1ccc(OC)c(C2=NOC(C(=O)NCC3CCCO3)C2)c1 (stereo not given)	6	-3	-9	·	-1	-1	·	8	11	0	25
O=C(Nc1cc(Cl)ccc1Cl)c1ccco1	0	-13	2	-2	-8	-1	-30	7	-2	13	-21
Cc1nc2ncnn2c(C)c1CCC(=O)N1CCN(C(=O)c2ccco2)CC1	3	-10	-5	11	8	3	-4	8	9	-3	-15
Cn1nc(C(C)(C)C)cc1C(=O)N1CCCCC1c1cc(C(=O)Nc2cccc3c2CCCC3)no1 (stereo not given)	-8	5	14	5	-6	4	15	25	·	-15	-2
COCCN(Cc1cc2cc3c(cc2nc1Cl)OCO3)C(=O)Nc1ccc(F)cc1	6	1	13	12	21	3	-12	26	-7	6	5
COc1ccc(Cn2cccc(NC(=O)Nc3ccc(C#N)cc3)c2=O)cc1	6	14	13	14	11	0	7	0	-5	-6	20
CCn1c(CSc2ncccn2)nnc1SCC(=O)N1c2ccccc2CC1C (stereo not given)	5	9	-2	-2	-1	-1	13	4	-5	-2	6
CN1CCN(c2ccc(NC(=O)c3sc4ccccc4c3Cl)cc2)CC1	16	-40	-30	-94	-16	40	-11	60*	10	9	-71
COc1cccc(-c2onc3ccc(C(C)=O)cc23)c1	11	-16	-17	-8	-27	4	-19	-13	0	1	-36
CN1C(=O)c2cccc3c(S(=O)(=O)NCCc4ccccc4)ccc1c23	-8	21	-2	-3	19	1	-6	6	6	7	-12
